PolyA inh – inhibitors of polyadenylation in S. cerevisiae. actives 0.02% (n = 300,000). S. cerevisiae SKY197-pL101 polyadenylation reporter, beta-gal luminescence; efflux-impaired pdr1/pdr3 knockout yeast; score 100 = 6 SD above DMSO. calls only at 12 µM;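 active means lowest replicate activity score at least 50, where 100 means six control SD above control mean; inconclusive means lowest score under 50 but half or more replicates reach 50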;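 further: yeast exposed to compound for 9 h at 30 °C; higher score means more reporter readthrough which indicates perturbed polyadenylation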
HDAC3 inhib – inhibitors of human histone deacetylase 3. recombinant HDAC3, fluorogenic peptide/trypsin coupled, fluorescence. O15379. inhibition, % at 8.3 µM. actives 0.15% (n = 320,000); in the data active means inhibition above about 26%, passing the limit was not always enough; inconclusive means no clear call, values can overlap the other calls
Target sequence (O15379 whole entry, looked up): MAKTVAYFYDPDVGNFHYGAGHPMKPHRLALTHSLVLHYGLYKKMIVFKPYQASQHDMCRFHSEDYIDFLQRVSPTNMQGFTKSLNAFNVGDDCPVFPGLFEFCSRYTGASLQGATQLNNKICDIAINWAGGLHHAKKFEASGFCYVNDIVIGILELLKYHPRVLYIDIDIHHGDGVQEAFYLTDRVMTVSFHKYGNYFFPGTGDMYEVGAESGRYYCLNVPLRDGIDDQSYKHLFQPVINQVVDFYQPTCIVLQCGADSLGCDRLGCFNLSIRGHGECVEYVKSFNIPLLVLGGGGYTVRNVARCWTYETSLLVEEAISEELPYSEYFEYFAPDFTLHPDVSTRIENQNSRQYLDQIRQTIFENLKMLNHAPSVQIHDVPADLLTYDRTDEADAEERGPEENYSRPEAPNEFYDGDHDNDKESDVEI
GSK3beta inhib – inhibitors of human GSK3beta kinase; P49841; GST-GSK3beta kinase, ADP-Glo luminescence, 60 min; stronger effect = lower value; activity score (negative = inhibition), % at 10 µM; actives 0.038% (n = 300,000);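 active means more than half of replicate wells score below -50%, meaning over 50% inhibition versus plate controls; inconclusive means some replicates but at most half score below -50%; inactive means no replicate scores below -50%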;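 further: 0% = median DMSO wells and -100% = median GW8510 positive control wells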
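Test system: GST-tagged human GSK3beta kinase, cell-free; evaluation: activity score scaled between in-plate DMSO and GW8510 controls; measured by: ADP-Glo luminescence; incubation: 60 min reaction, RT; benchmarks: DMSO and 20 µM GW8510; reagent: peptide substrate plus 25 µM ATP (final); medium: Tris/MgCl2 kinase buffer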
AI-2 QS modul – modulators of Vibrio harveyi AI-2 quorum sensing system; Vibrio harveyi JMH597 AI-2 luminescence/OD600 ratio, 9 h; stronger effect = lower value; strain lacks LuxN and CqsS sensors; 0 = neutral-control median; activity change, % at 7.5 µM; actives 0.4% (n = 300,000); AID 2094; in the data active means activity change below about -75%, passing the limit was not always enough; inconclusive means no clear call, values can overlap the other calls;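 further: luminescence divided by OD600 gain over 9 h not by final OD600 alone; inactives centre near 13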
HSF-1 act – increases HSF-1 driven luciferase reporter signal; NIH3T3-HGL HSF-1 luciferase reporter, MG132, 8 h; 100% = twice DMSO control signal; activation, % at 9 µM; actives 1.7% (n = 300,000); AID 504408;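 active means mean replicate activation of at least 50% with a set share of replicates each reaching 50%; inconclusive means only one of those two conditions met; inactive means mean below 50% and too few replicates reaching it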;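 further: 0% = median of the neutral control wells and 100% = twice that signal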
Dyrk1A ADPGlo – Dyrk1A (rat) kinase inhibition. inhibition, % at 12.5 µM. ADP-Glo luminescence, NFATc1 peptide. actives 0.43% (n = 310,000); in the data active means inhibition above about 50%;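 further: plate controls were vehicle with enzyme for no effect and no enzyme for full effect; many of its hits are not listed in these tables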
HSP90 refold inh – HSP90 refolding inhibition in rabbit reticulocyte lysate; luciferase refolding luminescence, 3 h; inhibition, % at 5.6 µM; actives 0.91% (n = 290,000); AID 1789;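 active means inhibition above the screen-wide mean plus 3 SD, computed separately per campaign, cut at about 16% in these data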;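 further: 0% = DMSO wells and 100% = 60 µM geldanamycin wells; inhibitors lower the luminescence because luciferase stays unfolded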
HSF1 inhib – HSF1 inhibition. AID 2098. actives 0.77% (n = 300,000). NIH3T3-HGL HSE-luciferase, MG132-induced, luminescence 8 h; stronger effect = lower value. activity change, negative = inhibition, % at 7.5 µM (by protocol);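 active means more than half of replicate wells show activity change below -50%, luminescence cut by over half; inconclusive means some wells, but at most half, below -50%; inactive means no replicate well below -50%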;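 further: luciferase reports HSF-1 transcriptional activity via heat shock element; 0% = median of DMSO wells and -100% = zero luminescence signal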
Platelet DG rel – modulates dense granule release in human platelets; actives 0.22% (n = 300,000); human platelet-rich plasma, SFLLRN dense granule ATP release, luminescence; AID 1663; inhibition, %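 (compounds screened at 7.5 µM in platelet-rich plasma)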;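 active means mean replicate score, as percent of positive control, at or above 50; inconclusive means mean below 50 but at least one replicate at or above 50; inactive means mean and every replicate below 50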
GSK3A inh – human GSK-3 alpha kinase inhibition. P49840. ADP-Glo luminescence, 60 min. inhibition, % at 10 µM. actives 0.1% (n = 320,000);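 in the data active means inhibition above about 50%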;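 further: GST-tagged GSK-3 alpha with peptide substrate and 25 µM ATP; 0% = DMSO neutral wells and 100% = GW8510 positive control wells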
Target sequence (P49840 whole entry, looked up): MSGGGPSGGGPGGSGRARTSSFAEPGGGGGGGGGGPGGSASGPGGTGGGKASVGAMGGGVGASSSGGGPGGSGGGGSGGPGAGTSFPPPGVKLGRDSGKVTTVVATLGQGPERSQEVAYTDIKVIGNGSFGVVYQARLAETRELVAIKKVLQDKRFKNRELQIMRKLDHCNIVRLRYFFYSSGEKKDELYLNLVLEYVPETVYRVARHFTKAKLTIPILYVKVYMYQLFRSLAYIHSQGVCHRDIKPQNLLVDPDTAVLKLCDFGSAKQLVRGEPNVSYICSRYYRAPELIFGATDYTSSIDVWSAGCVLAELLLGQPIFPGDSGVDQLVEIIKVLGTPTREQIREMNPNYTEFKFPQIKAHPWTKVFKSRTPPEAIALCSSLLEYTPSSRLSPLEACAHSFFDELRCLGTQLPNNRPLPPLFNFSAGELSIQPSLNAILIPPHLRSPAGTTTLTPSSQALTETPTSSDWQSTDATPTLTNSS
Numbers without * were called inactive; i = inactive; u = inconclusive; x = no result given. Not all compounds are listed, so the mix of outcomes need not match the whole.

SMILES	PolyA inh	HDAC3 inhib	GSK3beta inhib	AI-2 QS modul	HSF-1 act	Dyrk1A ADPGlo	HSP90 refold inh	HSF1 inhib	Platelet DG rel	GSK3A inh
O=S(=O)(c1ccc(Br)cc1)N1CCn2c(nc3ccccc32)C1	i	1	-2	12	-2	-5	0	-3	2	-2
COCc1cc(/C=N\NC(=O)c2ccc(Cl)cc2)ccc1OC	i	4	2	9	-4	3	1	-6	-3	-2
COc1cccc(-c2cn(-c3cccc(C(F)(F)F)c3)c(=S)[nH]2)c1	i	0	-1	2	49	-1	4	19	-21	-1
Clc1cccc(CN2CCN(Cc3ccco3)CC2)c1	i	x	3	27	8	-2	1	-2	1	0
CN(C)S(=O)(=O)N1CCN(c2ccc(Cl)cc2)CC1	i	-8	-2	24	0	-10	-4	3	-2	x
CCCN(CCC)C(=O)c1cc2c(=O)[nH]c3ccc(C)cc3c2s1	i	2	4	21	3	-4	6	6	8	-1
O=c1oc(-c2ccccc2Cl)nc2ccsc12	i	u	-4	-83*	16	1	0	17	1	0
CC1CN(Cc2nc3c(c(=O)n(C)c(=O)n3C)n2Cc2ccccc2)CC(C)O1 (centres undefined)	i	6	1	20	20	0	-1	-1	-6	-1
NC(=O)C1CCN(C(=O)COc2ccc(Nc3ccccc3)cc2)CC1	i	8	1	8	10	19	1	0	-1	0
COc1cc(C(=O)NC2CCCC2)c(Br)c(OC)c1OC	x	5	0	10	-1	-3	1	-6	0	-1
O=[N+]([O-])c1ccc(Sc2ccccc2)nc1	i	2	0	23	53*	-1	3	17	11	-4
Cc1nccn1C(c1ccccc1)c1ccccc1	i	3	1	26	-1	x	x	-7	-13	0
COc1ccc(S(=O)(=O)N2CCOCC2)cc1NC(=O)CCNC(=O)c1ccc(Br)cc1	i	-1	0	-12	-7	-1	x	4	8	1
O=C(NCCSc1ccccc1)c1ccco1	i	-4	0	13	34	-10	-3	15	-2	2
Cc1ccccc1-n1c(=O)cc(N2CC(C)OC(C)C2)[nH]c1=O (centres undefined)	i	0	0	12	-6	-3	2	-4	-6	2
Cc1nc(C)c(C(=O)O)c(-c2cccs2)c1C(=O)O	i	4	0	-14	-21	4	0	-9	-2	-1
C=CCn1c(SCC(=O)Nc2ccccc2)nc2scc(-c3cccs3)c2c1=O	i	0	2	0	6	-1	-1	4	-2	-2
CC(C)CNC(=O)/C(C#N)=C1\N=C(NC(=O)c2ccco2)c2ccccc21	i	3	2	18	-7	8	-4	0	1	-2
NC1C=CC=C(C(=O)O)C1 (centres undefined)	i	0	1	31	-9	-2	x	-5	-1	-3
CSc1nc(-c2ccccc2F)c(C#N)c(=O)n1C	i	-3	-1	-6	8	1	3	-9	0	0
O=S(=O)(/N=C(/c1ccccc1)N1CCOCC1)c1ccc(Br)cc1	i	1	3	-10	5	-1	4	-7	-6	1
CCOC(=O)c1c(NC(=O)CC2Nc3cc(C)c(C)cc3NC2=O)sc(C)c1C (centres undefined)	i	-1	6	16	-21	x	2	0	-3	-1
Cc1cc(C)c(C(=O)COC(=O)Cn2c(C)csc2=O)cc1C	i	2	-1	14	29	-6	-1	6	-9	-34
COC(=O)C1=C(C)NC(C)=C(C(=O)OCC2CCCO2)C1c1cccc(Cl)c1 (centres undefined)	i	3	2	13	-5	3	-8	11	-10	-3
Cc1ccccc1NC(=O)CNC(=O)Cc1cccc2ccccc12	i	8	0	30	-1	-2	x	5	-5	-1

Next part.
SMILES	PolyA inh	HDAC3 inhib	GSK3beta inhib	AI-2 QS modul	HSF-1 act	Dyrk1A ADPGlo	HSP90 refold inh	HSF1 inhib	Platelet DG rel	GSK3A inh
CC1CCN(S(=O)(=O)c2ccc(C(C)C)cc2)CC1	i	3	-2	-88*	-5	2	-2	-5	2	1
CCCc1[nH]nc2c1C(c1ccc(OC(=O)N3CCOCC3)cc1)C(C#N)=C(N)O2 (centres undefined)	i	-7	-2	23	8	-5	1	5	11	4
COc1ccccc1CN1CC(C(=O)N(C)Cc2[nH]c3ccccc3c2C)CCC1=O (centres undefined)	i	0	4	39	-2	-2	2	4	-1	0
O=C(NCc1ccc2c(c1)OCO2)c1cc(COc2c(F)cccc2F)on1	i	4	-1	-30	11	2	-4	4	5	-2
Cc1ccc(C)c(NC(=S)NC(NC(=O)OCc2ccccc2)C(Cl)(Cl)Cl)c1 (centres undefined)	i	4	1	14	11	-7	-2	0	20	1
O=C(CC1S/C(=N/N=C/c2cccs2)NC1=O)Nc1ccccc1F (centres undefined)	i	-5	15	22	0	0	-2	3	7	1
Cn1c(SCC(N)=O)nnc1-c1ccccc1	i	8	2	9	4	-5	0	-3	-2	-5
COc1ccc(CNC(=O)CN(C(=O)c2csnn2)c2cnc3ccccc3c2)cc1	i	-1	3	15	9	-1	0	1	3	-1
COc1ccc(/C=C/C(=O)OCC(=O)c2c(N)n(C)c(=O)n(C)c2=O)c(OC)c1	i	-5	1	9	3	x	-3	0	6	-1
Cc1cc(C)n2nc(SCc3ccc(C#N)cc3)nc2n1	i	4	0	1	7	-2	5	6	1	0
CC(C(=O)Nc1ccc2nccnc2c1)N1C(=O)C2C3C=CC(C3)C2C1=O (centres undefined)	i	-15	1	10	8	4	-1	-1	-1	-3
NC(=NCc1ccco1)NC(=O)c1ccc(Cl)cc1	i	5	2	8	22	3	-3	16	-1	0
C=C1CC(C(=O)N/N=C/c2ccccc2)C1	i	1	0	-1	u	4	-4	7	-3	-2
Cc1cccc(NC(=O)c2ccc(NS(=O)(=O)c3c(C)noc3C)cc2)c1	i	4	-6	13	-17	-4	-1	5	3	-2
O=C1NC2(CCCCC2)N(C(=O)c2ccccc2)C2=C1CCCC2	i	3	0	15	-15	1	0	-10	6	0
O=C(NCc1cccnc1)C(=O)NCC1OCCN1S(=O)(=O)c1ccc(Cl)cc1 (centres undefined)	i	x	0	15	-23	5	-4	-5	10	-1
COc1cc(N)c(Br)cc1C(=O)O	i	-3	2	11	0	5	3	4	8	3
COc1ccc(C)cc1NC(=O)CSc1ccc(-c2cccnc2)nn1	i	5	-1	14	x	-6	0	x	-2	-1
Cc1cc(C)cc(OCC(=O)NCCN2CCOCC2)c1	i	1	0	26	3	-3	2	1	-4	x
COc1ccc(Oc2c(C)oc3cc(OC(=O)N4CCOCC4)ccc3c2=O)cc1	i	5	2	-2	11	10	3	-1	-1	-1
CSc1ccc(CN2CCN(C(=O)c3ccncc3)CC2)cc1	i	-8	2	8	1	5	-1	-2	-3	0
Cc1ccc(C)n1-c1ccc(N(C)C)cc1	i	-7	1	29	-11	0	-2	-12	4	-1
Cc1ccc(C2CC(=O)c3cnc(N4CCc5ccccc5C4)nc3C2)cc1 (centres undefined)	i	-7	3	12	9	-10	2	-3	2	6
COc1ccc(NC(=O)c2ccccc2NC(=O)C2CC=CCC2C(=O)O)cc1 (centres undefined)	x	4	0	8	x	1	-1	x	x	x
CCN1CCC(Nc2ccnc3cc(Cl)ccc23)CC1	i	6	1	27	-7	0	-2	3	4	1

Continuation.
SMILES	PolyA inh	HDAC3 inhib	GSK3beta inhib	AI-2 QS modul	HSF-1 act	Dyrk1A ADPGlo	HSP90 refold inh	HSF1 inhib	Platelet DG rel	GSK3A inh
CCc1c(C)c2ccc(OC(C)C(=O)NC(Cc3c[nH]c4ccc(O)cc34)C(=O)O)c(C)c2oc1=O (centres undefined)	i	-4	3	10	-2	16	-7	1	5	-1
CCN(C(=S)Nc1ccc(Oc2ccccc2)cc1)c1ccccc1	i	5	-10	20	-16	-3	3	-5	-9	-1
NC(=O)c1ccc(NCC2COc3ccccc3O2)c([N+](=O)[O-])c1 (centres undefined)	i	u	-4	20	41	-2	-1	10	0	6
O=C(Nc1ccccc1-c1ccccc1)C12CC3CC(CC(C3)C1)C2	i	-1	-1	19	-28	0	10	-24	-7	x
O=C(O)c1cc(Nc2nc(N3CCOCC3)nc(N3CCOCC3)n2)ccc1Cl	i	-5	-4	31	3	1	4	1	-5	-1
O=C(COC(=O)c1nc(Cl)ccc1Cl)NNC(=O)c1cccs1	i	3	1	4	1	-1	x	3	2	-4
COc1ccc(C2N(c3ccc(Cl)cc3)C(=O)C3CCCN32)cc1 (centres undefined)	i	3	3	-9	-5	-9	-1	2	1	x
COc1cc(C)nc(N2CCCC(C(=O)NCC(C)C)C2)n1 (centres undefined)	i	-2	-2	12	10	4	-2	7	-1	-1
CC(C)(C)C(=O)Nc1ccc(C(=O)N/N=C/c2ccccc2OC(=O)c2ccc(Cl)cc2)cc1	i	4	-1	36	-3	2	4	-3	-10	-2
COc1ccc(NC(=O)C2CCN(c3cnccn3)CC2)cc1OC	i	13	-1	22	3	3	-3	-2	-3	-1
COc1ccc(CCNC(=O)C2CCCN2C(=O)Nc2cccc(OC)c2)cc1 (centres undefined)	i	3	0	1	2	11	6	-5	12	11
Cc1nonc1NC(=O)c1oc2ccc(F)cc2c1C	i	3	0	12	20	-2	-7	7	-4	0
COc1ccc(NC(=O)c2ccc3c(c2)n(C)c(=O)n3C)cc1	i	-3	3	4	26	0	-2	4	7	-2
O=C(c1ccccc1Cl)N(Cc1ccccc1F)N1C(=O)CCCC1=O	i	2	0	5	-1	-6	3	-2	39	-1
Cc1ccc(SCc2ccc(C(=O)Nc3cc([N+](=O)[O-])ccc3C)cc2)cc1	i	5	-2	4	11	-10	-1	3	-7	1
CCOC(=O)CN(C)Cc1c[nH]c2ccccc12	i	1	-1	35	-9	x	2	-3	-1	-5
O=C(NC1CCCCC1)C(c1ccccc1)N1CCC2(CC1)OCCO2 (centres undefined)	i	4	1	2	9	-8	1	-4	-5	1
CCOC(=O)C1Nc2ccc(OC(F)(F)F)cc2C2C=CCC12 (centres undefined)	i	4	0	12	-6	14	x	-3	0	-4
CC(=O)Nc1nc2ccccc2n1Cc1ccccc1C	i	u	1	12	-11	-4	2	-15	-3	0
CCC1CCCCN1CCCNC(=O)CN1C(=O)COc2ccc(S(=O)(=O)N3CCOCC3)cc21 (centres undefined)	i	-4	4	15	1	0	-3	-6	-13	-1
O=C(NCc1ccc(F)cc1)c1c2c(nc3ccccc13)CCC2	i	-3	3	20	3	x	1	0	-19	3

Of the compounds above, these contain a nitro group on carbon:
SMILES	PolyA inh	HDAC3 inhib	GSK3beta inhib	AI-2 QS modul	HSF-1 act	Dyrk1A ADPGlo	HSP90 refold inh	HSF1 inhib	Platelet DG rel	GSK3A inh
O=[N+]([O-])c1ccc(Sc2ccccc2)nc1	i	2	0	23	53*	-1	3	17	11	-4
NC(=O)c1ccc(NCC2COc3ccccc3O2)c([N+](=O)[O-])c1 (centres undefined)	i	u	-4	20	41	-2	-1	10	0	6
Cc1ccc(SCc2ccc(C(=O)Nc3cc([N+](=O)[O-])ccc3C)cc2)cc1	i	5	-2	4	11	-10	-1	3	-7	1

Screening data deposited in PubChem BioAssay by several laboratories.
